Assay outcomes from PubChem BioAssay.
S2 tox = Viability Counterscreen for Primary qHTS for Inhibitors of ATXN expression; S2 cells (HEK-293 line with an ATXN2-luciferase reporter) viability, CellTiter-Fluor protease fluorescence, 24 h; Potency, µM (highest dose often 56.7 µM), most hits filed as cytotoxic; hit rate 0.49% among 400,000; note: potency is the fitted concentration of half-maximal effect; nearly all actives have a fitted effect of over 40% in size
KB-V1 MDR tox = qHTS assay for MDR1-selective chemotherapeutics: Primary screen using the drug-selected MDR subline cells KB-V1; KB-V1 MDR cells viability, CellTiter-Glo, 72 h; Potency, µM (top dose mostly 46.1 µM), inactives show at the highest dose activity change, negative = cytotoxicity, hits mostly cytotoxic; hit rate 3.4% among 400,000; note: potency is the fitted concentration of half-maximal effect; % is set by controls: 0 for no effect and ±100 for the full control effect; nearly all actives have a fitted effect of over 60% in size
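Compound-treated KB-V1 multidrug-resistant cells, 72 h, 37 degrees C; viability by CellTiter-Glo. Fitted qHTS curves give the values.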
MCF10A rerep = A quantitative high throughput screen for small molecules that induce DNA re-replication in MCF 10a normal breast cells; hit rate 2.9% among 350,000; AID 624296, 2012; Potency, µM (titrated, usually from 46.1 µM), without a hit: top-dose activity, positive = re-replication, actives largely listed as activators; MCF 10A DNA re-replication, Hoechst nuclear intensity, 48 h; note: potency is the fitted concentration of half-maximal effect; % of control where 0% means no effect; nearly all actives have a fitted effect of over 50% in size
IL-1B inflam inh = qHTS for Inhibitors of Inflammasome Signaling: IL-1-beta AlphaLISA Primary Screen | THP-1 LPS/ATP IL-1B secretion, AlphaLISA, 16 h; stronger effect = lower value | activity change, % at 57.5 µM | hit rate 4.7% among 360,000 | AID 743279, 2014; in the data active = activity change below about -50%; inconclusive = mostly about -30% to -49%; note: % is set by controls: 0 for no effect and ±100 for the full control effect
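Secreted IL-1B measured by AlphaLISA bead assay after 16 h compound exposure of THP-1 cells; compounds (final up to 57.5 uM) added 1 h before LPS (250 ng/mL) and ATP (1.25 mM) stimulation; lower signal means less secretion.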
ATXN2 expr inh = Primary qHTS for Inhibitors of ATXN expression; AID 1745845, 2022; HEK-293 ATXN2-luciferase reporter, luminescence, 24 h; Potency, µM (highest dose often 57 µM), without a hit: at the top dose activity change, negative = inhibition, actives largely listed as inhibitors; hit rate 0.72% among 360,000; note: potency is the fitted concentration of half-maximal effect; % is set by controls: 0 for no effect and ±100 for the full control effect; nearly all actives have a fitted effect of over 55% in size
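qHTS (up to 57 uM final) was run with 24 h compound exposure of reporter cells at 37 °C. Each well was multiplexed: SteadyGlo luminescence measured ATXN2-luciferase expression after a fluorogenic Gly-Phe-AFC viability readout (25 uM final).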
HT1080-NT tox = qHTS for induction of synthetic lethality in tumor cells producing 2HG: qHTS for the HT-1080-NT fibrosarcoma cell line. HT-1080-NT fibrosarcoma viability, CellTiter-Glo ATP luminescence, 48 h. Potency, µM (top dose mostly 46.1 µM), for the others: at the highest dose activity, negative = less viability, usual class: cytotoxic. hit rate 1.6% among 360,000;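 note: NT is the 2HG producing partner of a matched IDH1 knockdown line; potency is the fitted concentration of half-maximal effect; 0% = DMSO-treated cells and -100% = media-only wells without cells; nearly all actives have a fitted effect of over 55% in size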
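Toxicity toward the 2HG-producing NT line was scored as %Activity, normalised to DMSO and no-cell wells, from CellTiter-Glo luminescence after 48 hours' treatment.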
SW480 rereplic = A quantitative high throughput screen for small molecules that induce DNA re-replication in SW480 colon adenocarcinoma cells. SW480 DNA re-replication, Hoechst DNA content imaging, 48 h. Potency, µM (series often up to 46.1 µM), without a hit: top-dose re-replication activation, most hits filed as activators. hit rate 1.8% among 340,000. AID 624297, 2012; note: potency is the fitted concentration of half-maximal effect; % of control where 0% means no effect; nearly all actives have a fitted effect of over 55% in size
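Cells (250 per well) received 23 nL compound or DMSO by pin tool and were kept 48 hr at 37 C, 5% CO2. Nuclei were then stained with Hoechst for 40 min and scanned for DNA content.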
HT1080 IDH1KD tx = qHTS for induction of synthetic lethality in tumor cells producing 2HG: qHTS for the HT-1080-IDH1KD cell line; HT-1080 IDH1 knockdown viability, ATP luminescence, 48 h; Potency, µM (series often up to 46.1 µM), for inactives: at the top dose activity, negative = toxicity, most hits filed as cytotoxic; hit rate 2% among 360,000;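 note: potency is the fitted concentration of half-maximal effect; 0% = DMSO wells and -100% = cell-free medium wells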
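CellTiter-Glo luminescence after 48 h compound exposure at 37 degrees C of IDH1-knockdown HT-1080 cells in 5% FBS RPMI. %Activity scaled between DMSO wells and cell-free media wells, with curves fitted and assigned curve classes.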
KB-3-1 cytotox = qHTS assay for MDR1-selective chemotherapeutics: Primary screen using the parental adenocarcinoma cell KB-3-1; hit rate 1.4% among 400,000; Potency, µM (series often up to 46.1 µM), for inactives: at the top dose activity change, negative = cytotoxic, usual class: cytotoxic; KB-3-1 viability, CellTiter-Glo ATP luminescence, 72 h; note: potency is the fitted concentration of half-maximal effect; % is set by controls: 0 for no effect and ±100 for the full control effect; nearly all actives have a fitted effect of over 60% in size
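Cytotoxicity in the drug-sensitive parental line KB-3-1 was scored as loss of CellTiter-Glo luminescence following 72 h incubation with compound. Values come from curve fitting of normalized concentration-response data.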
* hit, by the source's call; i = inactive; ? = inconclusive; . = no result given; [ ] = remark or other dose. Unless noted, calls come from the whole dose curve; as a rule, active = well fitted curve in the direction sought with a large enough effect; inconclusive = small, poorly fitted or top-dose-only effect, or another doubt; inactive = no such curve, though single readings can be large; an effect the other way counts as inactive or inconclusive.

Start of the listing, in advance:
Results follow in this order: S2 tox	KB-V1 MDR tox	MCF10A rerep	IL-1B inflam inh	ATXN2 expr inh	HT1080-NT tox	SW480 rereplic	HT1080 IDH1KD tx	KB-3-1 cytotox
- Cc1ccc2cc3cc(C(=O)N4CCCCC4C)oc3nc2c1 (configuration not stated)
 : i	0%	-1%	-77*	34%[activator]	-16%	0%	-24%	13%
- Cc1ccc(CCNc2ncnc3onc(-c4ccc(F)cc4)c23)cc1
 : i	-21%	.	.	17%	.	.	.	2%
- O=C(COC(=O)c1cc(S(=O)(=O)N2CCOCC2)ccc1O)Nc1cc(S(=O)(=O)N2CCCC2)ccc1Cl
 : i	-17%	-11%	-13	-3%	17%	-25%	-3%	-19%
- NC(=O)C1CCN(C(=S)NCCc2ccccc2)CC1
 : i	0%	1%	2	-12%	0%	-1%	6%	10%
- CCC(=O)Nc1cc2c(cc1C(=O)CC)OCCO2
 : i	21µM*	-2%	-2	-4%	0%	14%	16%	9%
- O=c1c(N2CCc3ccccc3C2)csc2ccccc12
 : i	0%	.	.	18%	.	.	.	5%
- O=C(COC(=O)/C=C/c1ccc(Cl)cc1)Nc1ccccc1
 : i	5%	-8%	0	-4%[11.3 µM]	1%	2%	12%	6%
- CCOC(=O)CN(C(=O)CN1CCC(n2nnc3cc(C)ccc32)CC1)c1ccccc1
 : i	2%	14%	25	-4%	-14%	-3%	-16%	5%

Main list (from the top)
Results follow in this order: S2 tox	KB-V1 MDR tox	MCF10A rerep	IL-1B inflam inh	ATXN2 expr inh	HT1080-NT tox	SW480 rereplic	HT1080 IDH1KD tx	KB-3-1 cytotox
- Cc1ccc2cc3cc(C(=O)N4CCCCC4C)oc3nc2c1 (configuration not stated)
 : i	0%	-1%	-77*	34%[activator]	-16%	0%	-24%	13%
- Cc1ccc(CCNc2ncnc3onc(-c4ccc(F)cc4)c23)cc1
 : i	-21%	.	.	17%	.	.	.	2%
- O=C(COC(=O)c1cc(S(=O)(=O)N2CCOCC2)ccc1O)Nc1cc(S(=O)(=O)N2CCCC2)ccc1Cl
 : i	-17%	-11%	-13	-3%	17%	-25%	-3%	-19%
- NC(=O)C1CCN(C(=S)NCCc2ccccc2)CC1
 : i	0%	1%	2	-12%	0%	-1%	6%	10%
- CCC(=O)Nc1cc2c(cc1C(=O)CC)OCCO2
 : i	21µM*	-2%	-2	-4%	0%	14%	16%	9%
- O=c1c(N2CCc3ccccc3C2)csc2ccccc12
 : i	0%	.	.	18%	.	.	.	5%
- O=C(COC(=O)/C=C/c1ccc(Cl)cc1)Nc1ccccc1
 : i	5%	-8%	0	-4%[11.3 µM]	1%	2%	12%	6%
- CCOC(=O)CN(C(=O)CN1CCC(n2nnc3cc(C)ccc32)CC1)c1ccccc1
 : i	2%	14%	25	-4%	-14%	-3%	-16%	5%
- CCOC(=O)Cn1c(=O)sc2ccccc21
 : i	2%	6%	4	13%	11%	0%	0%	3%
- Cc1cccc(C(=O)OCC(=O)Nc2ccc(F)cc2)c1
 : i	2%	-1%	3	-12%	-3%	4%	-5%	3%
- Cc1oc(-c2ccccc2Cl)nc1CS(=O)CC(=O)NCCc1ccccc1 (configuration not stated)
 : i	-13%	3%	-10	.	3%	5%	0%	-5%
- CCC1=C(OC(=O)N(CC)CC)N2C(=O)OC(=NCC(=O)OC)[C@]2(C)[C@H]2C1=CC[C@H]1C(=O)N(CC(=O)OC)C(=O)[C@H]12
 : ?	-4%	11%	6	-8%	7%	-10%	11%	0%
- CN(CC(O)CON=C1c2ccccc2-c2ccccc21)S(=O)(=O)c1ccc(Br)cc1 (configuration not stated)
 : i	18µM*	16µM*	?	?	?	?	?	?
- O=C(Nc1nsc(-c2ccccc2)n1)c1ccncc1
 : i	0%	-4%	-10	7%	19%	-3%	16%	0%
- O=C(CSc1nnc2sc3ccccc3n12)c1ccco1
 : i	-10%	-5%	9	48%[activator]	1%	-11%	0%	5%
- C=C1CCC[C@]2(C)C[C@H]3OC(=O)C(CNC(C)CCCC(C)C)[C@H]3CC12 (some centres not stated)
 : ?	?	12%	-99*	?	?	11%	?	-10%
- CCSc1nnc(NC(=O)Cc2ccc(OC)c(OC)c2)s1
 : i	0%	1%	23	-18%	5%	-9%	2%	0%
- Cc1nc2c(F)c(F)c(C(F)(F)F)c(F)c2[nH]1
 : i	?	-12%	99	-14%	-26%	-5%	?	-4%
- COc1ccc(NC(=O)COc2ccccc2C(=O)NCC(c2ccccc2)N(C)C)cc1Cl (configuration not stated)
 : ?	-7%	?	-102*	-26%	?	152%	?	-5%
- FC(F)C(F)(F)C1=CC(c2ccccc2)=NCCN1
 : i	-10%	-1%	12	2%	2%	-5%	5%[9.24 µM]	0%
- O=C(O)CC1c2ccccc2S(=O)(=O)N1Cc1ccccc1 (configuration not stated)
 : i	?	1%	-13	9%	22%	4%	6%	20%
- NC(=O)c1cccc(-c2ccnc3c2CC(C(=O)NCCc2ccccc2)O3)c1 (configuration not stated)
 : i	-2%	.	1	1%	?	.	7.3µM*	?
- Cc1c(CN2CCC(CO)(Cc3ccccc3)CC2)c2ccccc2n1C
 : i	12%	7%	?	-29%	?	?	?	?
- Cn1c(CN2CCOCC2)nc2cc(NC(=O)c3ccccc3Cl)ccc21
 : i	?	19%	8	-11%	2%	-9%	13%	-17%
- O=C(Nc1cccnc1)c1cc(F)c(F)cc1Cl
 : i	-1%	1%	-9	-5%	23%	-81%[inhibitor][1.84 µM]	?	-1%
- O=C(Nc1ccc2[nH]c(=O)c(=O)[nH]c2c1)c1cccc(F)c1
 : i	7%	.	.	-3%	.	.	.	3%
- CCOc1ccc(OCC)c(NS(=O)(=O)c2ccc3[nH]c(=O)ccc3c2)c1
 : i	?	.	.	12%	.	.	.	14%
- CC(C)CC1N=C2c3ccccc3N=C(SCC(=O)NCCc3ccc(Cl)cc3)N2C1=O (configuration not stated)
 : i	0%	.	.	-9%	.	.	.	-4%
- CSc1nc(Sc2ccccc2)c2ccccc2n1
 : i	1%	?	-11	3%	0%	-3%	-1%	6%
- O=C(Nc1ncccc1Cl)c1cc2ccccc2o1
 : i	18%	0%	21	.	4%	-27%	3%	-1%

Next part.
Results follow in this order: S2 tox	KB-V1 MDR tox	MCF10A rerep	IL-1B inflam inh	ATXN2 expr inh	HT1080-NT tox	SW480 rereplic	HT1080 IDH1KD tx	KB-3-1 cytotox
- O=C(O)c1cc(NS(=O)(=O)c2ccc3ccccc3c2)ccc1O
 : i	-2%	-1%	-2	.	7%	2%	-2%	0%
- CCCCNC(=O)Nc1cnn(CC)c1C(N)=O
 : i	16%	-3%	-1	5%	8%	3%	19%	-3%
- N#CC(C(=O)NC1CC1)c1nc2ccccc2nc1N1CCCC1 (configuration not stated)
 : i	-27%	0%	-14	-12%	-2%	19%	-3%	3%
- CC1CCCCC1NC(=O)CN1CCN(S(=O)(=O)c2ccc(Br)s2)CC1 (configuration not stated)
 : i	9.2µM*	2%	-18	2%	1%	1%	-11%	?
- COc1ccccc1CCC(=O)OCC(=O)Nc1c(Br)cc(C)cc1Br
 : i	17%	-12%	-10	0%	0%	-1%	6%	0%
- Nc1cccc(S(=O)(=O)Nc2ccc(SC(F)F)cc2)c1
 : i	-18%	19%	-15	-2%	-16%	-8%	0%	-8%
- CC1CC(C)CN(CCCNC(=O)c2ccc3c(c2)NC(=O)CS3)C1 (configuration not stated)
 : i	?	1%	2	-4%	-2%	0%	0%	14%
- Cc1ccc(N2C(=O)C3ON(c4ccccc4)C(c4ccncc4)C3C2=O)cc1 (configuration not stated)
 : i	?	7%	-11	-1%	-10%	-1%	1%	2%
- O=[N+]([O-])c1cc(/C=N/n2c(-c3ccncc3)n[nH]c2=S)ccc1Cl
 : ?	8%	?	-7	?	-9%	?	-14%	-2%
- NC(=O)c1ccsc1NC(=O)COC(=O)COc1ccccc1F
 : i	20%	-9%	17	5%	25%	2%	24%	5%
- O=C(/C=C/c1cccs1)N1CCc2ccccc21
 : i	?	?	-7	88%[activator]	-8%	6%	-6%	-4%
- Cc1cccc(C(=O)Nc2nnc(-c3ccco3)o2)c1
 : i	?	19%	-3	-12%	-17%	16%	-25%	?
- COCC1CCCN(C(=O)c2cc(COc3cccc4cccnc34)on2)C1 (configuration not stated)
 : i	?	6%	-8	3%	9%	-1%	6%	-2%
- CNC(=S)N(CCc1ccc(OC)c(OC)c1)C1CC(=O)N(c2ccccc2)C1=O (configuration not stated)
 : i	?	-4%	.	-10%	-8%	1%	?	-20%
- C=CCNC(=O)c1ccc(CSc2nc3ccccc3s2)cc1
 : i	-14%	8%	-19	-15%	-7%	-6%	-28%	-27%
- O=C(COc1ccc(S(=O)(=O)N2CCOCC2)cc1)Nc1ccc2c(c1)OCCO2
 : i	-19%	0%	-7	2%	-14%	-2%	-8%	-2%
- CCc1cccc2c1NC(=O)C2(O)N1CCCC(C)C1 (configuration not stated)
 : i	7%	?	9	3%	-3%	0%	-1%	0%
- COC(=O)c1cc(NC(=S)N2CCN(C(=O)C3CCCO3)CC2)cc(C(=O)OC)c1 (configuration not stated)
 : i	5%	3%	19	.	-2%	-41%[inhibitor]	4%	0%
- CCOc1ccccc1NC(=O)c1oc2ccccc2c1NC(=O)C1CC1
 : i	.	?	27	2%	7%	3%	8%	.
